# NS5 inhibitors – flavivirus cap methylation enzyme inhibition – biochemical, confirmation dose response, primary screen (AID 588689); Dengue-2 NS5 methyltransferase capping enzyme assay, biochemical; higher % means a stronger effect; one-dose inhibition, % at 25 µM; IC50 in µM for titrated hits; 0.3% of 340,000 active; in the data active = a potency from the dose series; inconclusive = inhibition above about 29% without an active follow-up result
# NS5 inhibitors pilot replicate – further read-out of NS5 inhibitors, marked with its call; inhibition, %; measured here: pilot screen replicate inhibition
# The depositor's hits bear a star; ? = inconclusive.
# Start of the data: the first 7 records, ahead of the listing:
SMILES,NS5 inhibitors,others
Cc1cccc(C)c1NC(=O)CN(C)C(=O)c1cc(S(=O)(=O)N(C)C)ccc1N1CCCC1,-7%,
CC1CCCCC1NC(=O)NC(=O)COC(=O)C1=NN(c2ccccc2)C(=O)CC1 (stereo not given),-8%,
COc1ccc(C(=O)COC(=O)c2n[nH]c3ccccc23)c(OC)c1,1%,
CN(CC(=O)Nc1ccccc1Cl)C(=O)Cn1cnc2ccccc2c1=O,-1%,
COc1cc(C(=O)NCC(c2ccco2)N2CCc3ccccc32)cc(OC)c1OC (stereo not given),-8%,
COc1ccc([C@H]2C[C@@H](O)[C@H](n3cc(-c4ccc(F)cc4)nn3)CN2CC2CCCCC2)cc1,2%,
COc1ccccc1OCc1ccc(C(=O)Nc2ccccc2)cc1,-15%,

# Results (from the top)
SMILES,NS5 inhibitors,others
Cc1cccc(C)c1NC(=O)CN(C)C(=O)c1cc(S(=O)(=O)N(C)C)ccc1N1CCCC1,-7%,
CC1CCCCC1NC(=O)NC(=O)COC(=O)C1=NN(c2ccccc2)C(=O)CC1 (stereo not given),-8%,
COc1ccc(C(=O)COC(=O)c2n[nH]c3ccccc23)c(OC)c1,1%,
CN(CC(=O)Nc1ccccc1Cl)C(=O)Cn1cnc2ccccc2c1=O,-1%,
COc1cc(C(=O)NCC(c2ccco2)N2CCc3ccccc32)cc(OC)c1OC (stereo not given),-8%,
COc1ccc([C@H]2C[C@@H](O)[C@H](n3cc(-c4ccc(F)cc4)nn3)CN2CC2CCCCC2)cc1,2%,
COc1ccccc1OCc1ccc(C(=O)Nc2ccccc2)cc1,-15%,
CC(C)=CCC[C@](C)(O[C@@H]1O[C@H](CO[C@@H]2O[C@H](CO)[C@@H](O)[C@H](O)[C@H]2O)[C@@H](O)[C@H](O)[C@H]1O)C1CC[C@]2(C)C1C(=O)CC1[C@@]3(C)CC[C@H](O[C@H]4O[C@@H](CO)[C@H](O)[C@@H](O)[C@@H]4O)C(C)(C)C3CC[C@]12C (stereo not given in full),-2%,
Cc1ccc(/C(O)=C2/C(=O)C(=O)N(CCCn3ccnc3)C2c2cccnc2)cc1 (stereo not given),-13%,
CC(C)n1cnnc1SCC(=O)Nc1cccnc1Cl,-11%,
CCOC(=O)c1c(-c2ccco2)csc1NC(=O)COC(=O)c1cnc(C)cn1,-5%,
COC(=O)[C@]1(Cc2ccccc2)N[C@H](CN(C)S(=O)(=O)c2ccc(C(F)(F)F)cc2)[C@@H]2C(=O)N(Cc3ccccc3)C(=O)[C@@H]21,-1%,NS5 inhibitors pilot replicate=-5.8
O=C(CSc1nnc2ccccn12)NC(=O)c1ccccc1,-1%,
O=C(Cn1c(=O)cnc2ccccc21)N1CCN(S(=O)(=O)c2ccc(F)cc2)CC1,1%,
O=C(Cn1ccc(=O)[nH]c1=O)Nc1ccc(O)c([N+](=O)[O-])c1,-1%,
Cc1cccn2c(=O)nc(SCC(=O)NCc3ccc4c(c3)OCO4)nc12,-1%,
Cc1ccc(S(=O)(=O)NCC(=O)NCC2COc3ccccc3O2)cc1C (stereo not given),-9%,
CCOC(=O)c1c(NC(=O)COC(=O)/C=C/c2ccco2)sc2c1CC(C)(C)NC2(C)C,-5%,
OC[C@H]1NC[C@@H](O)[C@@H]1O,8%,
CC1CCCC(NC(=O)COC(=O)c2ccc(Cl)nc2)C1C (stereo not given),-10%,
O=C(Nc1cccc(S(=O)(=O)N2CCCCCC2)c1)c1cncc(Br)c1,-7%,
O=C1NC(=O)C(c2ccccc2)N1 (stereo not given),6%,
Cn1c(=O)c2nc(SCCO)n(C)c2n(C)c1=O,1%,
N#Cc1ccc(OCC(=O)N(C2CCCCC2)C2CCS(=O)(=O)C2)cc1 (stereo not given),0%,
Cc1ccc(S(=O)(=O)N2[C@@H](c3ccc(Br)cc3)C(C(=O)O)=CC[C@H]2c2ccc(C(C)C)cc2)cc1,33µM*,NS5 inhibitors pilot replicate=9.5*
CC1=C(C(=O)N2CCOCC2)CC(CC(=O)NCCCCc2ccccc2)C(=O)N1Cc1ccc(F)cc1 (stereo not given),-5%,
C[C@H]1CN([C@@H](C)CO)C(=O)c2cc(Br)cnc2O[C@H]1CN(C)C(=O)c1ccc2c(c1)OCO2,-6%,
CN(C)C(=O)CCc1ccc2c3c([nH]c2c1)[C@]1(C)[C@@H](C(=O)N2CCOCC2)C[C@H](CC(=O)NC(C)(C)C)C(=O)N1CC3,-9%,NS5 inhibitors pilot replicate=0.3
O=C(COC(=O)c1ccco1)Nc1cc(S(=O)(=O)N2CCCCC2)ccc1Cl,-1%,
O=C(O)CN1C(=O)S/C(=C\c2ccc3c(c2)OCO3)C1=O,10%,
COc1cccc2nc3c(C(=O)NCCN(C)C)cccc3cc12,?,
COc1cc(OCc2ccccc2)c(C(=O)/C=C/c2ccc3c(c2)OCO3)c(OC)c1OC,1%,
CC(=O)Nc1ccc(CNc2ncnc3ccc(-c4c(C)noc4C)cc23)cc1,-6%,
CCN(C[C@H]1N[C@@](CC)(C(=O)OC)[C@H]2C(=O)N(Cc3ccccc3)C(=O)[C@@H]12)C(=O)C1CCCCC1,0%,NS5 inhibitors pilot replicate=-2.4
O=C1c2cccc3c2C2(O)c4c1cccc4C(=O)c1cccc(c12)C3=O,-1%,
C[C@@H]1CN([C@H](C)CO)C(=O)c2cc(/C=C/c3ccccc3)cnc2O[C@H]1CN(C)C(=O)NC1CCCCC1,-5%,
Cc1ccc(S(=O)(=O)N2CCC(C(=O)Nc3ccncc3)CC2)cc1,-12%,
O=S(=O)(Nc1ccc(Cl)cn1)c1ccc2c(c1)OCCO2,-3%,
CCN(C(=O)CSc1nnc(C(C)N(C)C)n1-c1ccc(F)cc1)C1CCS(=O)(=O)C1 (stereo not given),5%,
Cc1ccccc1CN(C)C[C@H]1OCc2cnnn2CCCC(=O)N([C@@H](C)CO)C[C@@H]1C,-6%,
C=CCn1c(C)cc(C(=O)CSc2nnc(C3CC3)n2C2CC2)c1C,0%,
CC1CCCC(C)N1C(=O)COC(=O)c1cccc(S(=O)(=O)N(C)c2ccccc2)c1 (stereo not given),-8%,
NC(=S)NN=C1c2ccccc2-c2cc(Br)ccc21,-6%,
CN(C)CCCO[C@@H]1[C@H]2OC(C)(C)O[C@H]2O[C@@H]1[C@H](O)CO,-1%,
O=C(CSc1nc(=O)[nH]c2c1CCCC2)Nc1cc(C(F)(F)F)cc(C(F)(F)F)c1,-1%,
CCOc1ccc(-c2c(=O)n(OCc3ccc([N+](=O)[O-])cc3)c3ccccc3[n+]2[O-])c(OCC)c1,5%,
C[C@@H]1CNC(=O)c2c(C(=O)NCc3ccc(CNC(=O)OC(C)(C)C)cc3)ncn21,3%,
CCN1C[C@@H]2[C@@H]3C(=O)N(Cc4ccccc4)C(=O)[C@@H]3[C@](C)(C1=O)N2C(=O)c1ccc(C(C)(C)C)cc1,2%,
CCc1cccc(C)c1NC(=O)COC(=O)CCn1c(C)csc1=O,-5%,
Cc1ccc(N(Cc2ccccc2)C(=O)c2ccc(S(=O)(=O)N3CCOCC3)cc2)cc1,-4%,
Brc1ccccc1-c1ccccc1,1%,
CCNc1ncnc2c1cnn2C1CCCCO1 (stereo not given),2%,
Cc1onc(-c2c(F)cccc2Cl)c1C(=O)N(C)CC(=O)Nc1cccc(F)c1,0%,
CCOC(=O)[C@@H](C)N(Cc1ccc(OC)cc1)S(=O)(=O)N(Cc1ccccc1)[C@H](C(=O)OC)C(C)C,1%,
Cc1csc(=O)n1CC(=O)OCC(=O)NCc1ccc(F)cc1,-1%,
CN1CCC[C@@H]1CCO[C@](C)(c1ccccc1)c1ccc(Cl)cc1,-1%,
CCOc1ccc(CCNC(=O)c2ccc(C)c(S(=O)(=O)N3CCOCC3)c2)cc1OCC,0%,
O=C(c1ccc(S(=O)(=O)N2CCCC2)cc1)N1CCCCC1,1%,
C[C@H](NC(=O)c1ncn2c1C(=O)NC[C@@H]2C)c1ccccc1,2%,
CC(=O)Nc1ccc(NC(=O)C(C)OC(=O)c2cccc(S(=O)(=O)N3CCCCCC3)c2)cc1 (stereo not given),-1%,

# 3 compounds drawn at random from those above:
SMILES,NS5 inhibitors,others
O=C(Nc1cccc(S(=O)(=O)N2CCCCCC2)c1)c1cncc(Br)c1,-7%,
O=C(O)CN1C(=O)S/C(=C\c2ccc3c(c2)OCO3)C1=O,10%,
C[C@H]1CN([C@@H](C)CO)C(=O)c2cc(Br)cnc2O[C@H]1CN(C)C(=O)c1ccc2c(c1)OCO2,-6%,

# Next compounds:
SMILES,NS5 inhibitors,others
CN(C)S(=O)(=O)c1cccc(C(=O)OCC(=O)Nc2ccc3c(c2)OCCO3)c1,-2%,
O=C(C=Cc1ccccn1)c1ccccc1,-49%,
CN(C)C1CCCCC=CC(=O)NC1 (stereo not given),-3%,
CC1CCCC(NC(=O)CSc2cccc[n+]2[O-])C1C (stereo not given),0%,
CCOC(=O)C1(C(=O)OCC)NC(=O)CC1C(C)C (stereo not given),-12%,
Cc1cc(C)c(NC(=O)CNC(=O)c2ccccc2OCc2c(C)noc2C)c(C)c1,4%,
CCCc1cc(=O)[nH]c(SCC(=O)Nc2ccc(N3CCCCC3)cc2)n1,-5%,
Cc1ccc(C(=O)NNC(=O)c2csc(N3CCOCC3)n2)s1,0%,
O=C(c1ccco1)N1CCN(C(=O)c2cn(-c3ccccc3)nc2-c2ccccc2)CC1,-13%,
CCN1C(=O)[C@H]2[C@@H](c3ccc(-c4ccc(OC)cc4)cc3)N3CCC[C@@]3(C(=O)OC)[C@H]2C1=O,-8%,
Cc1cc(C)c(OCC(=O)NCC2COc3ccccc3O2)c(C)c1 (stereo not given),-4%,
O=C(NCCCN1CCOCC1)c1cc(S(=O)(=O)N2CCN(c3ccccc3)CC2)ccc1Cl,-6%,
CCCCn1c(N)c(N(CCOC)C(=O)c2ccc(S(=O)(=O)N3CCC(C)CC3)cc2)c(=O)[nH]c1=O,-6%,
O=C1OCCC1=Cc1ccccc1,10%,
O=C(NC1CC(=O)N(c2ccccc2)C1)C1CC1 (stereo not given),1%,
COc1ccc(N(C)S(=O)(=O)c2cccc(C(=O)Nc3nc(C)cs3)c2)cc1,-4%,
Cc1ccccc1-c1cc(C(=O)NCc2cccc(C(F)(F)F)c2)n(CC2CC(c3cccnc3)=NO2)n1 (stereo not given),6%,
N#Cc1ccccc1COC(=O)c1cccc(S(=O)(=O)N2CCCC2)c1,7%,
CN(CC(=O)Nc1cccc(S(=O)(=O)N2CCCC2)c1)CC(=O)Nc1ccc(Cl)c(C(F)(F)F)c1,-5%,
O=C(COC(=O)c1ccc(S(=O)(=O)N2CCCC2)cc1)Nc1ccc(Cl)cc1,2%,
CN(C)N(C(=O)c1cc(-c2cccs2)nn1-c1ccccc1)C1CCS(=O)(=O)C1 (stereo not given),-4%,
NC(=O)C1CCN(S(=O)(=O)c2cc3c4c(c2)CCN4C(=O)CC3)CC1,1%,
Cc1cc([N+](=O)[O-])ccc1P(=O)(O)c1ccc([N+](=O)[O-])cc1C,9%,
COc1cccc(N2CC(NC(=O)C(=O)c3c(C)[nH]c4ccccc34)CC2=O)c1 (stereo not given),6%,
Cc1ccccc1C(N)=O,1%,
COC(=O)c1cc(C)nc2c1c(C)nn2-c1ccccc1,-6%,
Cc1noc(C)c1COc1ccccc1C(=O)N(C)Cc1ccco1,-9%,
O=C(CC(CC(=O)c1ccccc1)c1ccco1)c1ccccc1,-1%,
COc1cccc(-c2ncc3ccccc3c2COC(=O)c2ccco2)c1,-6%,
O=C(CSc1nc(=O)n(CCN2CCOCC2)c2c1CCCC2)Nc1ccccc1Cl,3%,
CCc1ccc(-c2n[nH]nc2C2=CC(=O)C[C@H](c3ccc(F)cc3)C2)cc1,10%,
Cc1ccc(C2CC(=O)Oc3cc(C)cc(C)c32)cc1 (stereo not given),-4%,
O=C(COC(=O)C1CC(=O)N(Cc2ccco2)C1)Nc1ccccc1[N+](=O)[O-] (stereo not given),-1%,
COc1ccc(S(=O)(=O)N2CCCC2CNC(=O)C(=O)NCc2ccccn2)cc1 (stereo not given),-4%,
Cc1ccc(-n2c(SCC(=O)NC3CCS(=O)(=O)C3)nc3ccccc3c2=O)c(C)c1 (stereo not given),-3%,
Cc1cccc(NC(=O)COC(=O)c2nn(-c3ccccc3C(F)(F)F)cc2O)c1C,1%,
CCC(CC)NC(=O)CN1CCN(S(=O)(=O)c2ccc(Br)s2)CC1,-1%,
CN(C)C(=S)Oc1ccccc1C1SCCS1,3%,
COc1ccc(/C=C/c2c(-c3ccc(OC)cc3)oc(=O)c3cc(OC)c(OC)cc23)cc1,0%,
COc1cccc(NC(=O)COC(=O)C2CC3CCCC(C2)C3=O)c1 (stereo not given),5%,
CC1(c2ccc(Cl)cc2)NC(=O)N(CC(=O)N2CCN(C(=O)c3cccs3)CC2)C1=O (stereo not given),-1%,
CC(C)(C)OC(=O)C[C@@H]1C/C=C\C[C@H](CC(=O)NCCO)C(=O)N[C@H](Cc2ccccc2)COC1=O,-3%,
COc1ccccc1CNC(=O)CN1C(=O)NC(Cc2ccccc2)(c2ccccc2)C1=O (stereo not given),9%,
COc1cc(/C=C2\CCC(C)C3=C(c4cc(OC)c(OC)c(OC)c4)C(C#N)=C(N)OC32)cc(OC)c1OC (stereo not given),?,
CC(=NNS(=O)(=O)c1ccc(C)cc1)c1ccncc1,-17%,

# Bioassay records as filed in PubChem BioAssay.

# Only part of the results is shown; the hit share may differ from the screen's.
